PV pol inh = poliovirus RdRp elongation inhibitors, primary screen, biochemical, fluorescence polarization, total intensity; Genome polyprotein (Poliovirus type 1 (strain Mahoney)), P03300; poliovirus polymerase elongation; stronger effect = lower value; % elongation, % (compound at 16.7 µg/mL); actives 0.66% (n = 150,000); in the data active = % elongation below about 90%; also: some results filed as inactive read as strong as hits
Target sequence (P03300 1749-2209 limits assumed): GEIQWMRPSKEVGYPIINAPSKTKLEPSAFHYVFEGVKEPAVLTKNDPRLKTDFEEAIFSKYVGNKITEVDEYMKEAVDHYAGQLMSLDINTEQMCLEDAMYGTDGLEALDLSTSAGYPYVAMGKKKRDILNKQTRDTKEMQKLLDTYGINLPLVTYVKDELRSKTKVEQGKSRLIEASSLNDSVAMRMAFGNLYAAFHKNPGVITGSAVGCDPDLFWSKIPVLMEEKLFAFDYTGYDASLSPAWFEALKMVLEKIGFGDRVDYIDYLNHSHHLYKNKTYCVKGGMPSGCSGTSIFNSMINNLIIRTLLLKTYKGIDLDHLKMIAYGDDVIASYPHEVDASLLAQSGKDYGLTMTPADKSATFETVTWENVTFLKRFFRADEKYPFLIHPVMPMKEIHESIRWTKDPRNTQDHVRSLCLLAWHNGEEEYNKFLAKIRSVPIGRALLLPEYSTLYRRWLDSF
PV pol inh FP z-score = recorded beside PV pol inh, whose call it bears; z-score; measured here: FP z-score; hits read low
Numbers without * were called inactive; & = joins results of further samples. Some of the compounds tested; the hit share may differ from the screen's.

The line under a structure holds: PV pol inh, PV pol inh FP z-score
CNC(=O)c1ccc(N)cc1
  103.0, 0.1
Cc1ccc(Nc2nc(Nc3ccc(C)cc3)nc(Sc3nncn3C)n2)cc1
  99.0, -0.4
Cc1ccc2onc(CC(=O)N3CCN(c4ccc(Cl)cc4)CC3)c2c1
  107.0, 0.2
O=C(Nc1ccccc1)c1cccc(S(=O)(=O)NCCC23CC4CC(CC(C4)C2)C3)c1
  111.0, 0.7
Cc1ccc(NC(=O)CN2C(=O)CSc3ccc(S(=O)(=O)N(C)C)cc32)c(C)c1
  104.0, -0.2
CC1Cn2c(C(=O)NCCc3ccc(Cl)cc3)cc3cccc(c32)S1 (stereo unspecified)
  112.0, 0.8
CCCn1c(N)c(C(=O)COC(=O)c2c3c(nc4ccccc24)CCC3)c(=O)[nH]c1=O
  103.0, 0
COc1cc(/C=C/C(=O)Nc2ccc3nc(N4CCN(c5ncccn5)CC4)cc(C)c3c2)cc(OC)c1OC
  99.0, -0.1
NNC(=O)CC1=Nn2c(nnc2-c2ccc(Cl)cc2)SC1
  106.0, 0.6
N#CCCn1cc(/C=N/O)c(-c2ccc(Br)cc2)n1
  100.0, -0.1
COc1ccc(-c2nc3ccc4ccccc4c3c3c2CCC3)cc1
  103.0, 0.3
CCNS(=O)(=O)c1ccc(NC(=O)c2ccc(Cn3cc(Br)cn3)o2)cc1
  101.0, -0.1
COc1ccc(-c2c3c(=O)n(C)c(=O)n(C)c3cn2-c2cccc(NC(C)=O)c2)cc1
  105.0, 0.7
COC(=O)c1cnc(NCc2ccc(F)cc2)c2ccccc12
  106.0, -0.3
Cc1ccc2cc(CCNC(=O)C(C)(C)C)c(=O)[nH]c2c1
  102.0, 0.3
CCN(Cc1ccccc1)C(=O)c1ccc(S(=O)(=O)N(C)C)cc1
  102.0, -0.2
Cc1oc(C(=O)O)cc1COc1ccc2c3c(c(=O)oc2c1)CCCC3
  103.0, 0.3
Cc1ccc(OCCSc2nc(N)cc(N)n2)c(C(C)C)c1
  101.0, -0.2
Cc1c(CCNC(=O)c2ccc(C(C)(C)C)cc2)sc2nc(-c3ccc(F)cc3)nn12
  107.0, 0
CCOC(=O)c1c(NC(=O)C(F)(F)F)n[nH]c1N
  103.0, 0.3
CN(c1ccc(C(=O)NC2CCCCC2)cc1)S(C)(=O)=O
  100.0, -0.2
CN(C)c1ccc(C(=O)N2CCN(c3ccccc3)CC2)cc1
  105.0, 1.4
Cc1c(Cl)cccc1Nc1nc2ccc(C(=O)c3ccccc3)cc2n2cnnc12
  112.0, 1.2
O=C(Nc1ccc(N2C(=O)C3C4C=CC(C4)C3C2=O)cc1)Nc1ccccn1 (stereo unspecified)
  101.0, -0.2
COc1cc2ccccc2cc1C(N)=O
  104.0, 0.2
CN=c1scc(-c2ccc3c(c2)NC(=O)CO3)n1/N=C/c1ccc(C#N)cc1
  102.0, 0.1
O=C(NCc1ccccc1Cl)C1=Cc2cc(Br)ccc2OC1
  111.0, 1.1
CC1=C(C(N)=O)C(c2ccccc2)n2nc(-c3ccccc3)nc2N1 (stereo unspecified)
  104.0, 0.6
O=C1C2=C(Nc3ccccc3SC2c2ccc(C(F)(F)F)cc2)c2ccccc21 (stereo unspecified)
  111.0, 1.1
O=C(CSc1ccc(-c2cccs2)nn1)Nc1ccccc1
  109.0, 0.5

Among those listed so far, these have a furan ring, fused or not:
The line under a structure holds: PV pol inh, PV pol inh FP z-score
CCNS(=O)(=O)c1ccc(NC(=O)c2ccc(Cn3cc(Br)cn3)o2)cc1
  101.0, -0.1
Cc1oc(C(=O)O)cc1COc1ccc2c3c(c(=O)oc2c1)CCCC3
  103.0, 0.3

New compounds follow.
The line under a structure holds: PV pol inh, PV pol inh FP z-score
CCn1c(C)c(C)c2cc(C(=O)NCCc3cc(OC)ccc3OC)ccc21
  110.0, 0.7
CC(C(=O)O)N1C(=O)/C(=C/c2ccco2)SC1=S (stereo unspecified)
  100.0, -0.6
NN1C(=O)c2ccccc2NC1C1CC=CCC1 (stereo unspecified)
  103.0, 1
Cc1nnc2n1NC(c1ccccc1)C(C(=O)NCc1ccco1)S2 (stereo unspecified)
  101.0, 0.2
O=C(CCCCCn1c(=O)c2sccc2n(Cc2ccc(Cl)cc2)c1=O)NCc1ccc2c(c1)OCO2
  111.0, 1.1
Cc1nn(-c2ccc(F)cc2)c(-n2cccc2)c1C(=O)NCCc1cccs1
  101.0, -0.8
COc1cccc(C(=O)Nc2ccc(C)cc2)c1
  103.0, 0.1
CCOc1ccc(NC(=O)C(C)NS(=O)(=O)c2ccc(C)cc2)cc1 (stereo unspecified)
  102.0, 0.7
O=C(CN1C(=O)COc2ccc(S(=O)(=O)N3CCCCC3)cc21)NCc1ccc(Cl)cc1
  113.0, -0.3
NC(=S)NN1C2CSC1CS2
  105.0, 0.1
CCOC(=O)C(Cc1c[nH]c2ccccc12)NC(=O)COc1ccc(Cl)c(C)c1 (stereo unspecified)
  100.0, -0.4
COc1ccccc1-c1cc(C(F)(F)F)nc(S(=O)(=O)CCCC(=O)Nc2ccccc2F)n1
  91.0, -1.8
CCCc1cc(=O)n2c(-c3ccc(Cl)cc3)csc2n1
  102.0, 0.2
C#CCn1c(C2CC(=O)N(c3ccccc3Br)C2)nc2ccccc21 (stereo unspecified)
  101.0, 0.2
CCOC(=O)c1cnc2ccc(Cl)cc2c1Nc1ccc(S(=O)(=O)Nc2ncccn2)cc1
  101.0, 0.1
O=C(Nc1ccccc1)N(CC1CCCO1)C1CCS(=O)(=O)C1 (stereo unspecified)
  102.0, 0.5
Cc1ccc(NC(=O)CSc2nnc(COc3ccc(Cl)cc3)o2)c(C)c1
  109.0, 0.4
O=C1CCC(=O)N1c1ccc(S(=O)(=O)N2CCN(c3nccc(C(F)(F)F)n3)CC2)cc1
  105.0, 0.9
NC(=S)N1CCN=C1c1ccccc1
  99.0, -0.6
CCOC(=O)c1c(NC(C)=O)sc2c1CCCC2O (stereo unspecified)
  101.0, -0.2
COc1cccc(CNC(=O)c2cnn(-c3cccc(F)c3)c2-n2cccc2)c1OC
  101.0, -0.1
O=C(Nc1cc(-c2nc3ccccc3o2)ccc1Cl)c1cccc2c(Cl)cccc12
  106.0, 0.5
CCO[C@@H]1O[C@H](C(COCc2ccccc2)OCc2ccccc2)[C@@H](OCc2ccccc2)C1O (stereo partly specified)
  100.0, 0.2
CCOC(=O)Cn1c(-c2cccs2)cc2cc(Cl)ccc21
  110.0, 1
O=C(/C=C/c1ccc(-c2cccs2)s1)Oc1ccc(Cl)cc1
  105.0, 0.3
CCOC(=O)/C=C/c1ccc(-c2ccc(F)cc2)o1
  103.0, 0.5
Cc1ccc(/C=C/C(=O)Oc2ccc(-c3ccc(C#N)cc3)cc2)o1
  103.0, 0
COc1ccc(C2C3=C(CC(C)(C)CC3=O)Nc3nc(SCCN4CCOCC4)[nH]c(=O)c32)cc1OC (stereo unspecified)
  98.0, -0.7
Cc1ccccc1Nc1c2c(nc3nncn13)CCC2
  111.0, 0.6
COc1ccc(C)cc1S(=O)(=O)NCC(c1ccc(N(C)C)cc1)N1CCc2ccccc21 (stereo unspecified)
  102.0, -0.5
CCC(Sc1nc2ncnc(N)c2[nH]1)C(=O)O (stereo unspecified)
  99.0, -0.4
Cc1ccccc1Nc1c(-c2c[nH]c3ccccc23)nc2cccc(C)n12
  126.0, 5
CCOc1ccc(NC(=O)c2cc(S(=O)(=O)N3CCOCC3)ccc2F)cc1
  108.0, 0
CCOc1ccccc1NC(=O)c1ccc(OCC(=O)N2CCOCC2)c(OC)c1
  108.0, 0.5
Cc1ccc(C(C)(C)C)c(OCC(=O)Nc2ccc(Cl)cc2C(=O)c2ccccc2)c1
  109.0, 0.8
N=c1oc2cc(O)ccc2cc1C(=O)Nc1cccc(C(F)(F)F)c1
  100.0, -0.5
Cc1cccc(C)c1NC(=O)C1(N(Cc2ccco2)C(=O)Cc2nc(N)n[nH]2)CCCCC1
  103.0, 0
COC(=O)c1ccccc1NC(=O)CCc1c(C)nc2cc(-c3ccc(Cl)cc3)nn2c1C
  106.0, 0.3
O=C(N/N=C/c1cccc(C(F)(F)F)c1)c1ccccn1
  102.0, 0.1
Cc1cc(S(N)(=O)=O)ccc1OCC(=O)O
  106.0, 2
CCOC(=O)CCN1N=C(c2ccc(CC)cc2)CCC1=O
  101.0, -0.3
Cc1cc2c(n1-c1ccc(C(=O)NCCc3cccs3)cc1)CCCC2
  105.0, 1.3
FC(F)(F)c1cnc(SCc2nc3ccccc3o2)c(Cl)c1
  103.0, -0.2
COc1cccc(CNC(=O)c2ccc3c(c2)nc2n3CCCCC2)c1OC
  107.0, -0.3
CCOc1ccc(NC(=O)NC(=O)N(C(C)C)S(C)(=O)=O)cc1
  99.0, 0
CN(C)C(=O)c1c(NC(=O)c2ccccc2F)sc2c1CCCC2
  106.0, 0.4
CC(=O)OC[C@H]1O[C@@H](Oc2ccccc2)[C@H](OC(C)=O)[C@@H](OC(C)=O)[C@H]1OC(C)=O
  100.0, -0.4
O=C(COc1ccccc1)Nc1ccn(Cc2ccccc2)n1
  102.0, -0.1
CCOc1ccc(NC(=O)CSC2=Nc3ccccc3C3=NC(CCC(=O)NCc4cccs4)C(=O)N23)cc1 (stereo unspecified)
  111.0, 0.8
O=C(CNC(=O)c1ccccc1)NC1CCCC1
  101.0, -0.2
COc1cccc(C(=O)NCCn2c(C)cc3ccccc32)c1
  102.0, 0.3
Cc1coc2c1c(C)cc1oc(=O)c(CC(=O)NCc3ccc(Cl)cc3)c(C)c12
  104.0, -1
Cc1ccsc1CN(C(=O)c1oc2cc(Br)ccc2c1C)C1CCS(=O)(=O)C1 (stereo unspecified)
  111.0, -0.3
CCc1c(C)nc2nc[nH]n2c1=O
  104.0, 0.5
CCn1c(Cc2ccccc2)nnc1SC(C#N)Cc1ccc(C)cc1 (stereo unspecified)
  105.0, 0.3
CCN(C(=O)c1cc2c(C)nc3ccccc3c2o1)c1cc(Cl)ccc1OC
  100.0, 0.1
COc1ccc(-n2c(-c3ccc(Cl)cc3)cc3c2CC(C)(C)CC3=O)c(OC)c1
  104.0, -0.8
COc1cccc(NC(=O)CSc2nc3ccccc3n2C)c1
  109.0, 1.2
CC(C)(C)NC(=O)COc1ccc2oc3c(c2c1)CCCC3
  108.0, 0.5
COCCNC(=O)c1ccccc1NC(=O)c1cccc(C)c1
  103.0, 0.9

Profiles, quoted from the list:
Record of CCOc1ccc(NC(=O)c2cc(S(=O)(=O)N3CCOCC3)ccc2F)cc1 = PV pol inh = 108.0; PV pol inh FP z-score = 0
Record of CCOc1ccccc1NC(=O)c1ccc(OCC(=O)N2CCOCC2)c(OC)c1 = PV pol inh = 108.0; PV pol inh FP z-score = 0.5

The results go on:
The line under a structure holds: PV pol inh, PV pol inh FP z-score
CO/N=C(/C(=O)N[C@@H]1C(=O)N2C(C(=O)[O-])=C(C[N+]3(C)CCCC3)CS[C@H]12)c1csc(N)n1
  100.0, 0.4
CCC(=O)Nc1ccc2nc(C)[nH]c2c1
  97.0, -0.4
Cc1ccc(S(=O)(=O)CCC(=O)O)cc1
  103.0, 0.6
O=C(C1=Cc2sc3c(c2CS1)CCCC3)N1CCC2(CC1)OCCO2
  104.0, 0.8
N#Cc1ccccc1NC(=O)C(=O)NCC(c1cccnc1)N1CCN(c2ccccc2)CC1 (stereo unspecified)
  113.0, 1.2
S=C(Nc1cccc(Cl)c1)Nc1cccc(Cl)c1
  102.0, -0.1
COc1ccc(Cn2ccc3nc(C)c(C(=O)NCc4ccccc4)cc3c2=O)cc1
  102.0, 0.5
COC(=O)CSc1nnc(-c2cccc(O)c2)o1
  110.0, 0.6
O=C1/C(=C/c2cn[nH]c2-c2ccc(F)cc2)CS/C1=C\c1cn[nH]c1-c1ccc(F)cc1
  106.0, 1.4
CC(=O)N1CCc2c(sc3c2c(=O)n(-c2ccccc2)c(=O)n3CC(=O)c2ccccc2)C1
  101.0, -1.1
Cc1onc(-c2ccccc2)c1C(=O)OCc1ccc(Cl)cc1
  103.0, 0.2
O=C(NC1CCCCC1)N1CCn2cccc2C1Cc1ccccc1 (stereo unspecified)
  99.0, -0.8
Cc1cccc(Cl)c1OCCN1CCN(C)CC1
  100.0, -0.4
CCCCCCCCCCC/C=C\C/C=C\CCCC(=O)O
  100.0&98.0, -0.6&-0.5
Cc1ccc(CNC(=S)NCCO)cc1
  104.0, 0.2
Cc1c(C(=O)Nc2ccccc2Cl)oc2ccc(S(=O)(=O)N3CCCCC3)cc12
  101.0, -0.2
O=C(Nc1ccccc1)Nc1ccc(Cl)cc1SCc1ccccc1
  97.0, -0.9
CC1(C)NC(=O)N(c2ccc([N+](=O)[O-])c(C(F)(F)F)c2)C1=O
  100.0&99.0, 0&-0.1
CCCc1c(O)c2ccccc2[nH]c1=O
  107.0, 0.3
C=CCn1c(SCCC(=O)O)nnc1-c1cccs1
  98.0, -1.8
O=C(/C=C\Nc1ccccn1)c1ccc(Cl)cc1
  106.0, 1.7
O=c1cc(CO)oc(C(Nc2cccc(C(F)(F)F)c2)c2ccccn2)c1O (stereo unspecified)
  101.0, 0.2
CC1CC(=O)Nc2ccccc2N1C=O (stereo unspecified)
  102.0, -0.1
N#CCCn1cc(C(=O)N(c2ccccc2)c2ccccc2)c(-c2ccccc2)n1
  98.0, -0.7
CCNc1ncnc2sc3c(c12)CCC3
  105.0, 1.3
CN1C(=O)/C(=C/c2ccc(I)o2)C(=O)NC1=S
  95.0, -1.5
CN1c2ccccc2C(C)(C)C12Cc1cc(NS(=O)(=O)c3ccc(Cl)cc3)ccc1O2 (stereo unspecified)
  102.0, 0.1
COc1ccccc1C(=O)Nc1ccccc1C(=O)OCc1cc(=O)n2ccsc2n1
  110.0, 1

Screening data: PubChem, ICCB-Longwood Screening Facility, Harvard Medical School
